Peg3 promoter – Peg3 promoter activity inhibition; HeLa PEG-Prom luciferase reporter, luminescence, overnight; inhibition, % at 20 µM; actives 1.7% (n = 360,000);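 active = inhibition of at least 50% at 20 µM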
PDI inh – inhibitors of human protein disulfide isomerase; PDI insulin aggregation turbidity, A650, 90 min; actives 0.052% (n = 350,000); P07237; inhibition, % at 10 µM;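 active = mean inhibition across replicates of 30% or more, whatever share of single replicates reach that level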;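 note: absorbance from insulin aggregation driven by PDI reduction with DTT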
CaV13 FRET inh – Primary screen for inhibitors of IQ motif and Ca2+-dependent inactivation inhibitor domain binding in CACNA1D, Förster resonance energy transfer in living cells, …; AID 743397; HEK cells, CFP/YFP FRET ICDI-IQ, plate reader, 10 min; percent FRET-ratio fall versus neutral wells; inhibition, % at 12.3 µM; actives 0.098% (n = 340,000);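 active = mean replicate inhibition of at least 30% and at least 1% of replicates passing that level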;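 note: 0% = median of the neutral control wells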
hiPSC survival – hiPSC single-cell survival enhancement; ATPlite luminescence; 100% = ROCK inhibitor wells, 0% = DMSO; survival enhancement, % at 20 µM; actives 0.044% (n = 360,000); in the data active = survival enhancement above about 18%;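 note: cells exposed to compounds for 16 hours before the ATP read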
m5-HT2A agonist – mouse HTR2A agonism via beta-arrestin recruitment. P35363. CHO-K1 mHTR2A beta-arrestin complementation, luminescence; percent of 30 µM serotonin response. activation, % at 7.6 µM. actives 0.66% (n = 360,000);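 active = activation above a run cutoff, the mean activation of all tested compounds plus 3 SD, cut at about 14% in these data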;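 note: 0% = plate median of compound wells and 100% = 30 µM serotonin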
Target sequence (P35363 whole entry, looked up): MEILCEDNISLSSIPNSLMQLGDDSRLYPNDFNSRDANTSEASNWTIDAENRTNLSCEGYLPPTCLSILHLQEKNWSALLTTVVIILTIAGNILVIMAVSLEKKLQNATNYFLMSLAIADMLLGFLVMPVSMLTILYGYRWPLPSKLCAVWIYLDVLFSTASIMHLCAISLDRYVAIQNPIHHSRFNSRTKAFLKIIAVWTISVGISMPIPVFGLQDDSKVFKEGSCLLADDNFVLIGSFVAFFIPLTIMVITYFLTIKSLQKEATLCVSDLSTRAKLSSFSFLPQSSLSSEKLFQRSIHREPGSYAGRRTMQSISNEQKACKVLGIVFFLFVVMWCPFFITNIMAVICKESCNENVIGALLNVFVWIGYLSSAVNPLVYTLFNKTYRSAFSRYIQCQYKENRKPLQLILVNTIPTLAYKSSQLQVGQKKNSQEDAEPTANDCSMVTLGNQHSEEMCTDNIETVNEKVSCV
NR2E3 ag-1 – agonists of human NR2E3 nuclear receptor; Q9Y5X4; CHO-S Gal4-NCOR/VP16-NR2E3 two-hybrid, luciferase; inhibition of corepressor binding, % at 3.98 µM; actives 0.35% (n = 360,000); AID 602229;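 active = inhibition above the mean of all tested compounds plus 3 SD, cut at about 70% in these data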;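 note: 0% = DMSO with NR2E3 transfected cells and 100% = cells lacking NR2E3 construct; higher means lower luciferase signal from less NR2E3 corepressor binding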
Target sequence (Q9Y5X4 whole entry, looked up, the tested form may be a part): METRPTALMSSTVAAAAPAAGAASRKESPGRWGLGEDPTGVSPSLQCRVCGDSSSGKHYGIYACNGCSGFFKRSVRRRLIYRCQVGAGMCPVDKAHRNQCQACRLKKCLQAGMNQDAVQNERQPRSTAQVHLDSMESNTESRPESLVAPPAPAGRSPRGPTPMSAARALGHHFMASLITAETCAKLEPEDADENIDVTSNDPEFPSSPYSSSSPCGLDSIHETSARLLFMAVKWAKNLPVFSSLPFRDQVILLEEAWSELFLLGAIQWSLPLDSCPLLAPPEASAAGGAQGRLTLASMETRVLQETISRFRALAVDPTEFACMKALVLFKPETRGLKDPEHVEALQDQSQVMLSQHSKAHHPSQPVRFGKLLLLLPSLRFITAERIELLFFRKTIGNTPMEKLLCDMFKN
HIF-2a block – inhibitors of HIF-2a; inhibition, % at 18.8 µM; 786-0 RCC cells HIF-2a reporter, luciferase luminescence, overnight; actives 0.72% (n = 360,000);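 active = inhibition of the luminescence signal of 40% or more relative to plate controls, in a single-dose primary screen at 18.75 µM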
NR2E3 ag-2 – NR2E3 (human) agonism; AID 2300; GST-NR2E3/biotin-RetCOR TR-FRET, 1536-well; inhibition of corepressor binding, % at 4.78 µM; Q9Y5X4; actives 0.12% (n = 320,000);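 active = percent inhibition above the cutoff of mean plus 3 SD of all tested compounds, set per screening campaign, cut at about 20% in these data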;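 note: 0% = DMSO wells and 100% = biotin wells as full block of FRET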
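Format: 1536-well format; test system: GST-NR2E3 and biotin-RetCOR proteins; read-out basis: percent inhibition of TR-FRET ratio; timing: 5 h incubation at 4 °C; detection: time-resolved FRET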
Cardio protect – myocardial damage modulation in H9c2 cells; actives 0.63% (n = 360,000); AID 588492; protection from H2O2 cell death, % at 20 µM; H9c2 cardiomyocytes, H2O2 injury protection, ATPLite, 2 h;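 active = compounds giving at least 50% protection of heart cells from peroxide-induced death in the single-dose screen, raw or plate-pattern-corrected value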;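 note: 0% = DMSO wells with peroxide and 100% = DMSO wells without peroxide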
TRPM1 prom inh – reduces MITF-dependent TRPM1 promoter luciferase signal; AID 488899; SK-MEL-5 TRPM1 promoter luciferase, 24 h; inhibition, % at 12.5 µM; actives 0.83% (n = 330,000);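 active = mean inhibition across replicates of 60% or more, whatever share of single replicates reaches that level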; note: values of inactives mirror those of a sister screen read the other way
Shn3 inh set2 – Schnurri-3 reporter inhibition in Clone20 osteoblasts | Clone20 osteoblast Shn3 3'UTR firefly luciferase, 24 h | inhibition, % at 12.5 µM | actives 0.52% (n = 360,000);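 active = mean inhibition of at least 75% with every replicate also reaching 75%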;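 note: 0% = median of neutral control wells and 100% = pilot-screen positive control compound; some compounds past the cut are filed as inactive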
* = called active by the depositor; . = no result given. Compounds as they come. About 3.9% of those tested had a hit in this group.

SMILES	Peg3 promoter	PDI inh	CaV13 FRET inh	hiPSC survival	m5-HT2A agonist	NR2E3 ag-1	HIF-2a block	NR2E3 ag-2	Cardio protect	TRPM1 prom inh	Shn3 inh set2
O=C(NCCc1nccs1)C1CCC(=O)N(Cc2cccc(C(F)(F)F)c2)C1 (centres undefined)	14	0	-6	-0.6	-4	-29	16	3	2	-5	7
CN(C(=O)CSc1nnc(-c2ccccc2)o1)c1c(N)n(Cc2ccccc2)c(=O)[nH]c1=O	1	1	-5	3.5	0	-18	5	-1	3	6	4
c1ccc(-c2nnc(-c3ccccc3)o2)cc1	-237	-7	-7	-1.5	-4	-156	-218	-2	-20	-70	-38
CN(CCCN1CCOCC1)C(=O)c1cc(COc2cccc(C(F)(F)F)c2)on1	1	3	-16	0.0	-7	-9	3	2	0	8	8
CSC1=NCCN1C(=O)COc1ccccc1	0	.	0	2.4	3	-14	-1	-3	3	-3	-18
O=C(N/N=C/c1ccccn1)c1ccc(NC(=O)c2ccc(F)cc2)cc1	-24	-2	-3	0.3	-2	-5	-31	-4	44	0	7
CCOc1ccc(/C=C/C(O)=C2/C(=O)NC3(C)CC2c2ccccc2O3)cc1OC (centres undefined)	37	4	-14	-0.8	-1	-15	22	-2	6	51	5
COc1ccc(-c2cc(=O)oc3cc(OCC(=O)NCC(O)c4ccccc4)ccc23)cc1 (centres undefined)	13	.	.	7.0	-2	-13	-2	1	1	-3	-8
O=C(CSc1nnc(-c2ccc(O)cc2)o1)Nc1cccc(O)c1	-191	20	-7	-0.6	-2	-26	-144	3	-1	-65	-42
Cc1ccc(N2C(=O)Nc3ccc(Br)cc3C2(O)C(=O)NCCN(C)C)cc1C (centres undefined)	9	-5	-3	0.4	-4	2	5	3	-1	-3	2
C=CCN1c2ccccc2C(=O)CS1(=O)=O	7	0	-8	-2.7	9	-3	14	4	4	6	0
CCC(=O)c1ccc(OCCSc2ncccn2)cc1	-198	-9	-6	-3.0	-1	-128	-178	5	-15	-64	-70
CC(C)(C)C(=O)Nc1sc2c(c1C(=O)Nc1ccccn1)CCCC2	4	9	-4	1.4	1	-3	16	-2	18	3	12
Cc1ccc(C(O)(CCN2CCCCC2)c2ccccc2)cc1 (centres undefined)	1	0	-4	-0.5	3	-25	10	2	0	-6	-65
CC1(C)CC2(CCO1)C(Nc1ccccc1)=NC(=S)N2CC(N)=O (centres undefined)	-10	5	-5	0.7	1	-4	10	4	-1	-3	13
O=C(OCc1cncs1)c1cccs1	0	3	4	-0.3	2	8	-6	-1	0	-14	1
CCO[C@H]1OC(C(=O)N2CCN(Cc3ccc4c(c3)OCO4)CC2)=C[C@@H](c2csc3ccccc23)[C@@H]1CCCO	10	9	-9	-2.8	7	20	16	2	-4	6	20
O=C(CSc1nc(=O)n(CCCN2CCOCC2)c2c1CCCC2)Nc1ccc(F)cc1F	14	1	-5	-0.3	-3	-6	13	-3	0	-8	-1
CCCC(=O)NC(=S)Nc1ccc(NC(=O)c2cccs2)cc1	-35	-7	-3	0.1	0	-6	-58	-2	1	-23	-10
O=C(N/C(=C/c1cccnc1)C(=O)N1CCCCCC1)c1cccc(Br)c1	-3	1	-7	0.1	-3	-21	-4	1	6	14	54
COc1ccc(NC(=O)CNS(=O)(=O)c2ccccc2)cc1Cl	4	-2	-9	3.4	2	-2	-15	4	-2	-6	1
O=C1C=C(c2cccc(Cl)c2O)C[C@@H](c2ccc3c(c2)OCO3)C1	-9	11	-4	-0.2	-7	-18	1	2	-6	-3	5
CC(C)N1C(=S)N(Cc2ccco2)C(=O)C1CC(=O)Nc1ccccc1 (centres undefined)	16	1	-6	0.5	3	3	3	3	11	13	-13
CCOC(=O)c1c(S(=O)(=O)NCC2CCN(CCc3cccs3)CC2)c(C)n(C)c1C	-2	0	-7	-0.7	-4	-7	2	1	2	5	-4
CC(=O)Nc1ccc(S(=O)(=O)NC2CC2)cc1	2	-19	-20	-0.1	2	1	17	4	10	-3	-1
CCOc1ccccc1C(=O)NC(C(=O)N(C)Cc1ccc2c(c1)OCO2)C(C)C (centres undefined)	14	-6	-2	0.5	-2	-3	19	1	-2	16	9
O=C(Nc1ccc([N+](=O)[O-])cc1)N1CCN(C(=O)C2CCCO2)CC1 (centres undefined)	-1	-7	-2	-0.2	2	-5	6	3	-7	5	4
COC(=O)CN1C(=O)[C@H]2[C@@H](C3CC3)N3C(=O)CN(Cc4ccc(-c5ccccc5)cc4)C(=O)[C@@]3(Cc3ccccc3)[C@H]2C1=O	-6	23	-10	-2.3	-6	9	-3	-1	4	-13	16
COc1ccc(C2CC(=O)C=C(NCC3CCCO3)C2)cc1 (centres undefined)	8	0	-4	-2.1	1	-2	20	0	16	0	-8
CN(CC(=O)Nc1c(Cl)cccc1Cl)C(=O)c1ccccc1-c1nc2ccccc2s1	22	6	-2	1.8	-4	16	3	0	9	9	6

Sorted by SMILES length (lowest first): part of the list above.
SMILES	Peg3 promoter	PDI inh	CaV13 FRET inh	hiPSC survival	m5-HT2A agonist	NR2E3 ag-1	HIF-2a block	NR2E3 ag-2	Cardio protect	TRPM1 prom inh	Shn3 inh set2
CC(=O)Nc1ccc(S(=O)(=O)NC2CC2)cc1	2	-19	-20	-0.1	2	1	17	4	10	-3	-1
CC(C)N1C(=S)N(Cc2ccco2)C(=O)C1CC(=O)Nc1ccccc1 (centres undefined)	16	1	-6	0.5	3	3	3	3	11	13	-13
O=C(CSc1nc(=O)n(CCCN2CCOCC2)c2c1CCCC2)Nc1ccc(F)cc1F	14	1	-5	-0.3	-3	-6	13	-3	0	-8	-1

Remaining list, next part
SMILES	Peg3 promoter	PDI inh	CaV13 FRET inh	hiPSC survival	m5-HT2A agonist	NR2E3 ag-1	HIF-2a block	NR2E3 ag-2	Cardio protect	TRPM1 prom inh	Shn3 inh set2
C1=CC2CC1CC2CNCc1ccco1 (centres undefined)	19	5	-7	-3.1	1	-12	14	4	4	-4	7
CCOC(=O)C1CCCN(C(=O)c2ccccc2NC(C)=O)C1 (centres undefined)	17	-4	-4	-1.7	3	-9	6	1	0	0	8
Cn1c(N)c(N=Nc2ccc(S(N)(=O)=O)cc2)c(=O)n(C)c1=O	2	-3	-5	-0.6	0	-22	16	-3	2	-8	3
CSCC[C@H](NC(=O)N1CCn2c1nc1ccccc12)C(=O)NCc1ccc(F)cc1	12	3	-2	-0.4	0	20	6	3	-6	3	-12
O=C(O)CSCc1ccc(C(=O)O)o1	14	-8	-5	0.4	1	4	9	-4	-2	2	-3
O=C(O)c1ccc(N/N=C/c2cc3cc4c(cc3nc2Cl)OCCO4)cc1	-62	-2	-17	-0.5	-1	-140	-67	0	-27	-7	-29
CCN(C[C@H]1N[C@@](C)(C(=O)OC)[C@H]2C(=O)N(Cc3ccccc3)C(=O)[C@@H]12)C(=O)c1ccccc1	-7	7	.	0.5	-1	-1	8	.	10	-16	-13
COc1ccc(CN2C(=O)C(CC(=O)NCc3ccco3)CC(C(=O)N(C(C)C)C(C)C)=C2C)cc1 (centres undefined)	2	0	-14	-2.3	1	21	2	.	-6	.	-35
N#Cc1ccc(NC(=O)CCc2nc3ccccc3s2)cc1	-17	4	-5	4.5	-1	-11	-23	-1	1	0	-21
COC(=O)CCCn1cc(CN2CC(N3CCCC3)CS2(=O)=O)nn1 (centres undefined)	.	.	-10	0.4	6	-31	2	.	.	.	.
COc1cccc(C2C(C#N)=C(N)SC(c3ccccc3)C2[N+](=O)[O-])c1 (centres undefined)	19	-3	-4	1.4	-5	-22	21	3	10	6	10
CC(=O)Nc1ccc(Sc2ncnc3scc(-c4ccccc4)c23)cc1	10	-1	-5	1.4	-7	4	31	-2	-6	0	4
Cc1nc(/N=C\c2ccc(N(C)C)cc2)sc1C	-31	-6	-12	-1.0	1	-3	-12	1	3	6	-6
COc1ccccc1-c1noc2c1C(=O)N(Cc1cn(C3CCCC3)nn1)CC2	.	.	-6	-0.8	0	-15	2	.	.	.	.
O=C(CCc1ccccc1)NNC(=O)c1ccncc1	8	-12	-6	0.8	5	-3	7	.	3	-4	-12
Cc1cc(NC(=O)c2c(F)cccc2Cl)no1	-11	-8	7	-1.3	-2	-13	-51	-1	3	-3	-24
O=C(CC12CC3CC(CC(C3)C1)C2)NC(=S)NCc1ccco1	26	-10	2	-0.7	-2	-10	22	1	-16	-6	17
CNC[C@H]1Oc2cc(Br)ccc2S(=O)(=O)N([C@@H](C)CO)C[C@H]1C	10	.	-7	-3.3	2	12	16	.	0	.	-30
O=[N+]([O-])c1ccc(S(=O)(=O)Nc2ccc(-c3ccccc3)cc2)cc1	32	-1	-3	2.6	1	12	-1	.	-18	.	-4
Cn1ncc2c(NNC(=O)Cc3cccc4ccccc34)ncnc21	-8	2	-8	0.9	2	-5	20	-3	-5	-1	52
CCCCCCc1cc2cc(S(=O)(=O)c3ccc(Cl)cc3)c(=O)oc2cc1O	45	-7	.	-0.3	-4	-15	-18	3	-9	0	2
CC(OC(=O)c1cc(Br)ccc1O)C(=O)NCc1ccc2c(c1)OCO2 (centres undefined)	-2	4	-6	-0.4	-6	14	19	-2	-3	3	-6
CCOC(=O)C1(C)CCCN(C(=O)c2ccc(OC)cc2)C1 (centres undefined)	-12	-6	-4	5.5	-3	-16	9	.	9	.	-13
CCN1CCc2c(OCC(=O)N3N=C(c4cccs4)CC3c3ccc(F)cc3)cccc2C1=O (centres undefined)	35	-2	-6	-3.3	1	6	7	2	2	-3	3
Cc1ccc(C)c(NC(=S)c2ccccn2)c1	-89	-1	-6	-0.9	6	54	-184	1	4	-10	-37
Cc1ccc(C(=O)NCCc2cccs2)cc1	62*	-10	-1	-4.8	0	-80	44*	1	-29	54	38
COc1ccc(OC)c(/C(C)=N\NC(=O)c2cc3cc(Cl)ccc3n2C)c1	28	3	-6	0.3	-6	-23	-4	2	19	17	0
COC(=O)CSc1nc(-c2ccc(F)cc2)cc(C(F)(F)F)n1	0	-22	.	-2.2	-1	-3	13	3	-5	-1	-10
CCSc1nc2ccccc2c(=O)n1-c1c(C)n(C)n(-c2ccccc2)c1=O	-4	15	-2	-0.6	-2	6	13	-1	14	0	-28
Cc1ccc(-c2nnc(SCC(=O)N3CCCC3)o2)cc1C	-215	-7	-2	2.5	1	-41	-219	4	-2	-88	-48
CN(C)CCNC(=O)c1cccc2[nH]c(-c3ccncc3)nc12	41	2	-5	-1.5	-1	-27	38	.	14	15	-4
CCN1CCN(C(=O)CCc2nnc(CCCCc3ccccc3)o2)[C@@H](C)C1=O	-6	3	-6	-0.7	-3	2	13	0	1	2	1
COc1cc(NC(=S)Nc2ccc(S(=O)(=O)N3CCOCC3)cc2)cc(OC)c1OC	-1	4	-9	-1.0	0	17	7	2	4	5	-10
COC(=O)C1(Cc2cc(-c3ccc([N+](=O)[O-])cc3)no2)CCN(C(=O)OC(C)(C)C)CC1	-5	-1	-5	0.4	1	-9	-15	0	-12	0	7

Source: PubChem BioAssay (several laboratories)
